HCMV inh = blocks human cytomegalovirus replication | HFF cells, HCMV-luciferase reporter, 72 h; hits give low values | activity change, negative = inhibition, % at 57.5 µM | 410,000 tested, 4.5% active; in the data active = activity change below about -60%; inconclusive = no clear call, values can overlap the other calls; inactive = above about -39%
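Steps: HFFs plated, 16 h 37C; compounds added; HCMV-luciferase added to MOI 1 PFU/cell; 72 h 37C; OneGlo reagent, 5 min room temperature; luminescence read, normalized to controls.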
Giardia FBPA inh = Giardia lamblia aldolase inhibition; A8B2U2; Potency, µM (highest dose often 59.6 µM), inactives show at the top dose activity, negative = inhibition, hits mostly inhibitors; purified Giardia FBPA; 290,000 tested, 0.71% active; note: potency is the fitted concentration of half-maximal effect; nearly all actives have a fitted effect of over 55% in size
Target sequence (A8B2U2 whole entry, looked up): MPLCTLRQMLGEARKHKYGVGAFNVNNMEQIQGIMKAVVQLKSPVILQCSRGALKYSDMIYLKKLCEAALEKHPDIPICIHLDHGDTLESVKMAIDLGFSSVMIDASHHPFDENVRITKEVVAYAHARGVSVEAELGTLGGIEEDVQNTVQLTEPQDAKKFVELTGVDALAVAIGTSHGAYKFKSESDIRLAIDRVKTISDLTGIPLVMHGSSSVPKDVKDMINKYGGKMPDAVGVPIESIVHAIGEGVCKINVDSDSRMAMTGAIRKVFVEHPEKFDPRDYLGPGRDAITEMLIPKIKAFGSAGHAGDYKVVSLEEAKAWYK
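40 nM FBPA preincubated 10 min at RT with compound (up to 57.5 uM final), then substrate plus GAPDH/TPI/NAD/arsenate coupling and diaphorase/resazurin added. Fluorescence read after 20 min at RT, 525/598 nm.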
AmpC no deterg = blocks E. coli AmpC beta-lactamase in detergent-free assay; AID 485341; Potency, µM (top dose mostly 57.1 µM), without a hit: at the top dose activity change, negative = inhibition, most hits filed as inhibitors; P00811; AmpC nitrocefin hydrolysis, absorbance 480 nm, 0.0001% Triton; 330,000 tested, 0.52% active;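 note: potency is the fitted concentration of half-maximal effect; plate controls were no compound for no effect and no enzyme for full effect; nearly all actives have a fitted effect of over 20% in size; some results filed as inactive show a strong effect at the top dose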
Target sequence (P00811 whole entry, looked up): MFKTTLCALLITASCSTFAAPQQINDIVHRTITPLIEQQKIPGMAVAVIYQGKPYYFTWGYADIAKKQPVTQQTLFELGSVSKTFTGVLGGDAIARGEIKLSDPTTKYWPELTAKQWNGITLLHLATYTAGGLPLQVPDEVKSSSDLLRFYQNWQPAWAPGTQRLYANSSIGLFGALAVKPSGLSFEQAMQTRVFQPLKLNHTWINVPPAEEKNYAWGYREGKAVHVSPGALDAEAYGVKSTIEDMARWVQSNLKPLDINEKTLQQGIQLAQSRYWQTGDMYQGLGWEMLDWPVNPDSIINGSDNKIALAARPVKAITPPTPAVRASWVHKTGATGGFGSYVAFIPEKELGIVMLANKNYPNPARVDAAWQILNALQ
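AmpC (5.3 nM in the dispensed reagent) in 20 mM phosphate pH 7.0 with 0.01% (detergent screen) or 0.0001% Triton X-100 was preincubated with compounds for 15 min at room temperature. Nitrocefin was then added from an 800 uM solution, and hydrolysis was followed at 480 nm.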
Sm TGR block = inhibitors of Schistosoma mansoni thioredoxin glutathione reductase; Q962Y6; purified TGR, DTNB reduction, TNB absorbance 405 nm; Potency, µM (doses to about 114 µM), inactives show at the top dose activity change, negative = inhibition, usual class: inhibitors; 360,000 tested, 3% active; AID 485364; note: potency is the fitted concentration of half-maximal effect; nearly all actives have a fitted effect of over 60% in size
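Kinetic colorimetric format: TGR-catalysed, NADPH-driven DTNB reduction monitored via TNB absorbance. Enzyme dispensed at 20 nM; compound exposure 15 min at room temperature before reaction start.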
AMA1-RON2 inh = AMA1-RON2 (P. falciparum) interaction inhibition; AlphaScreen AMA1-biotinylated RON2 peptide binding; Potency, µM (doses to about 58.2 µM), for the others: at the highest dose activity change, negative = inhibition, most hits filed as inhibitors; 360,000 tested, 0.2% active; AID 720542;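 note: potency is the fitted concentration of half-maximal effect; 0% = vehicle wells and -100% = peptide control; nearly all actives have a fitted effect of over 45% in size; some results filed as inactive show a strong effect at the top dose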
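AMA1 (3D7) with his tag at 25 nM final met compounds first, then biotinylated RON2 peptide at 25 nM; detection used donor plus acceptor beads, 10 µg/mL apiece, read by AlphaScreen after 30 min at room temperature.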
AmpC detergent = AmpC beta-lactamase inhibition with detergent present. AmpC hydrolysis of nitrocefin, absorbance 480 nm, 0.01% Triton. AID 485294. 370,000 tested, 0.041% active. Potency, µM (titrated, usually from 114 µM), for the others: at the highest dose activity change, negative = inhibition, usual class: inhibitors;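 note: potency is the fitted concentration of half-maximal effect; 0% = no-compound wells and -100% = no-enzyme wells; nearly all actives have a fitted effect of over 25% in size; some results filed as inactive show a strong effect at the top dose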
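AmpC (5.3 nM in the dispensed reagent) in 20 mM phosphate pH 7.0 with 0.01% (detergent screen) or 0.0001% Triton X-100 was preincubated with compounds for 15 min at room temperature. Nitrocefin was then added from an 800 uM solution, and hydrolysis was followed at 480 nm.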
The depositor's hits bear a star; ? = inconclusive; nt = no result given; [ ] = dose if it differs, or a comment. Unless noted, calls come from the whole dose curve; as a rule, active = well fitted curve in the direction sought with a large enough effect; inconclusive = small, poorly fitted or top-dose-only effect, or another doubt; inactive = no such curve, though single readings can be large; an effect the other way counts as inactive or inconclusive. Unless noted, % is set by controls: 0 for no effect and ±100 for the full control effect. Compounds were not picked by outcome (roughly 7.8% active in at least one column).

SMILES | HCMV inh | Giardia FBPA inh | AmpC no deterg | Sm TGR block | AMA1-RON2 inh | AmpC detergent
COc1ccc2nc3c(nc2c1)CCCC3 | -23 | 7% | 3% | -6% | -7% | -8%
COc1ccc(Nc2ncc3c(n2)CCN(Cc2ccc(Br)s2)C3)c(OC)c1 | 0 | nt | nt | -6% | nt | -9%
N=c1sccn1CC(=O)NC(c1ccccc1)c1ccccc1 | -21 | -1% | -30% | -7% | -8% | 5%
O=C(N/N=C/c1ccncc1)c1ccc(COc2cccc3cccnc23)cc1 | 4 | 1% | 33% | -6% | 104%[activator] | 1%
Cn1ncc2c(N3CCC(Cc4ccccc4)CC3)ncnc21 | ? | -3% | 156%[activator] | nt | -1% | 5%
O=C(NCCc1nc2ccccc2n1Cc1ccccc1)c1ccco1 | -8 | nt | nt | -4% | nt | 8%
CN(C)C(=O)Oc1ccc(OC(=O)c2ccccc2)cc1 | -4 | -3% | -5% | 2% | -4% | -1%
COc1ccc(CCNS(=O)(=O)c2cccc([N+](=O)[O-])c2)cc1 | -3 | 2% | -30% | -7% | 9% | -2%
Cc1ccccc1/C=C/C(=O)c1ccc([N+](=O)[O-])o1 | -103* | nt | -15% | 2µM* | ? | 7%
CCC(O)CNC(=O)CCc1nnc(C2(c3ccc(Cl)cc3)CCC2)o1 (centres undefined) | 34 | -5% | 14% | 14% | -1% | 0%
Cc1cc(Br)c2c(c1)C(O)(N1CCCCC1C)C(=O)N2 (centres undefined) | 39 | 0% | -15% | -3% | 14% | 3%
COc1c(C)cccc1C(=O)NC(=S)Nc1ccccc1N1CCCC1 | -30 | nt | -31% | ? | -2% | 5%
COc1ccc(/C=C/C(=O)NCCCc2ccccc2)cc1 | 6 | -16% | -22% | 5% | -6% | -1%
CCN(C(=O)COC(=O)CCS(=O)(=O)c1ccc(C)cc1)C1CCS(=O)(=O)C1 (centres undefined) | 10 | nt | -15% | 1% | -6% | 7%
CCCOc1ccc(-c2nc(SC)[nH]c(=O)c2C#N)cc1OC | -18 | nt | nt | 5% | nt | 24%
CN(C(=O)c1ccncc1)C1CCS(=O)(=O)C1 (centres undefined) | 21 | 0% | -19% | 0% | 12% | -17%
CC1(C)CC(N(Cc2ccc(F)cc2)C(=O)c2ccc(F)cc2)CCO1 (centres undefined) | 0 | -2% | 34% | -17% | -11% | -4%
CC(=O)c1cccc(NC(=O)C(C)OC(=O)CNC(=O)c2ccc(C)s2)c1 (centres undefined) | -9 | 4% | -16% | -2% | -11% | ?
O=S(=O)(c1ccc(SCc2cccc(Cl)c2)nc1)N1CCCC1 | -31 | nt | -14% | 5% | 48%[activator] | 2%
COc1ccccc1N(CC(=O)NC1CCCC1)C(=O)CNC(=O)c1cccs1 | 12 | -2% | -2% | 8% | 0% | -8%
Cc1cc(C)c(NC(=O)CCN2C(=O)c3ccccc3Sc3ncccc32)c(C)c1 | -10 | nt | nt | 5% | nt | -3%
CCCCn1c(N)c(N(CC(C)C)C(=O)C2CCCO2)c(=O)[nH]c1=O (centres undefined) | -14 | nt | ? | -7% | 5% | ?
Cc1c(Br)c([N+](=O)[O-])nn1CC(=O)N(C)Cc1ccccc1 | -13 | -2% | -10% | -12% | -1% | 6%
O=C(COc1ccc(Cl)cc1)NC1CN2CCC1CC2 (centres undefined) | -15 | -4% | -9% | -20% | -1% | -12%
Cn1c(=O)n(C)c2cc([N+](=O)[O-])c(N3CCN(CCO)CC3)cc21 | -19 | 0% | -9% | 5% | 7% | 0%
Next structures.
SMILES | HCMV inh | Giardia FBPA inh | AmpC no deterg | Sm TGR block | AMA1-RON2 inh | AmpC detergent
CCn1c(=O)c(C(=O)NCc2ccccc2)c(O)c2ccccc21 | -2 | -3% | -39% | 0% | 28% | -16%
Cc1cccc(CSc2[nH]c(=O)ncc2C)c1 | 1 | 4% | -13% | -1% | -10% | 6%
COc1cccc(CNC(=O)c2cc3c(cc2Cl)N2CCCCCC2=NS3(=O)=O)c1 | -18 | nt | -26% | -7% | 5% | ?
CCOC(=O)CNC(=O)Cn1cnc2c(nnn2-c2ccccc2)c1=O | nt | 7% | -18% | 5% | -4% | -12%
COc1ccc(-c2nc3ccccc3o2)cc1NC(=O)c1ccc(N2CCC(C)CC2)c([N+](=O)[O-])c1 | 0 | nt | nt | 0% | nt | -1%
COc1ccccc1C(=O)NC(=O)COC(=O)c1ccco1 | -3 | nt | -9% | -2% | 15% | 0%
O=C(Nc1ccc(Nc2ccccc2)cc1)c1ccco1 | -64* | -7% | -54% | -7% | 1% | -4%
CCCCN(C(=O)c1ccc(OC(F)(F)F)cc1)c1c(N)n(CCC)c(=O)[nH]c1=O | -1 | 11% | -4%[11.4 µM] | 13% | 5% | 4%
CCOc1ncccc1C(=O)Nc1ccccc1C(=O)NCc1ccc2c(c1)OCO2 | 34 | -3% | -29% | 5% | 3% | -15%
Cc1ccc(C)c2sc(N3CCN(C(=O)c4ccco4)CC3)nc12 | 2 | nt | nt | 56µM* | nt | 5%
CCc1cc(=O)oc2cc(C)cc(OC(C)C(=O)NCC(O)c3ccccc3)c12 (centres undefined) | 3 | 0% | 23% | 2% | 2% | -10%
COc1ccc(-n2c(C)cc(C(=O)CN3CCCCC3)c2C)cc1 | ? | -2% | -9% | -8% | 0% | -6%
COc1ncccc1-c1nnn(-c2ccccc2)n1 | 106 | 3% | -4% | -20% | -1% | 7%
NS(=O)(=O)OCCCc1ccccc1 | 11 | 27% | -20% | 8% | 4% | -19%
O=C(Nc1cccc(Cl)c1)C1=Cc2cc(Cl)ccc2OC1 | 57 | -17% | -37% | 0% | 27% | 0%
Cc1ccc(C2(C)NC(=O)N(CC(=O)Nc3cccnc3Cl)C2=O)cc1 (centres undefined) | 21 | -7% | 16% | 14% | 13% | 9%
Cc1c(Cl)cccc1NC(=O)CN1CCN(CCO)CC1 | 0 | 3% | -8% | 19% | 3% | -2%
Cc1c(Cl)cccc1NC(=O)COC(=O)Cn1cnc2c1c(=O)n(C)c(=O)n2C | 54 | nt | 11% | -3% | -6% | -5%
O=C(NCCN1C(=O)S/C(=C\c2cccnc2)C1=O)c1ccc([N+](=O)[O-])s1 | -36 | nt | -23% | -14% | 18% | -11%
Cc1ccc(S(=O)(=O)Nc2cccc(C(=O)N3CCOCC3)c2)c(C)c1NS(C)(=O)=O | -20 | 10% | -15% | -1% | -5% | 2%
CCC(=O)NCc1nc2ccccc2n1Cc1ccccc1 | 3 | nt | nt | 4% | nt | -1%
Cc1cnc(NC(=O)C2COc3ccccc3O2)s1 (centres undefined) | ? | -4% | -39% | 1% | -7% | 3%
CCCCNC(=O)NC1(C(F)(F)F)Oc2ccccc2O1 | -18 | 4% | -6% | -33% | 2% | ?
COC(=O)CCc1c(C)c(C(=O)c2ccc(F)cc2)c2ccccn12 | ? | ? | -2% | 0% | -16% | 3%
Cc1csc(Nc2ccccc2)[n+]1C | -20 | -3% | 3% | 3% | 8% | 4%

Whole records, quoted from the list. Screens in order: HCMV inh | Giardia FBPA inh | AmpC no deterg | Sm TGR block | AMA1-RON2 inh | AmpC detergent
CCOc1ncccc1C(=O)Nc1ccccc1C(=O)NCc1ccc2c(c1)OCO2 in the list: 34 | -3% | -29% | 5% | 3% | -15%
CCc1cc(=O)oc2cc(C)cc(OC(C)C(=O)NCC(O)c3ccccc3)c12 (centres undefined) in the list: 3 | 0% | 23% | 2% | 2% | -10%
Cc1ccc(C2(C)NC(=O)N(CC(=O)Nc3cccnc3Cl)C2=O)cc1 (centres undefined) in the list: 21 | -7% | 16% | 14% | 13% | 9%
COc1ncccc1-c1nnn(-c2ccccc2)n1 in the list: 106 | 3% | -4% | -20% | -1% | 7%

Following part
SMILES | HCMV inh | Giardia FBPA inh | AmpC no deterg | Sm TGR block | AMA1-RON2 inh | AmpC detergent
CCN(CC)C(=O)c1cccc(NC(=O)CC23CC4CC(CC(C4)C2)C3)c1 | -12 | -11% | 52% | -6% | 4% | -12%
COc1ccc2c(c1)cc(C(=O)N[C@@H](CCSC)C(=O)N1CCC(C(=O)O)CC1)n2C | 58 | 3% | -7% | -21% | 0% | -14%
CC(=O)N1CCN=C1SCc1ccccc1 | -28 | 0% | -13% | -2% | 12% | -6%
O=C1C2C3C=CC(C3)C2C(=O)N1/N=C/c1cn(Cc2ccccc2)c2ccccc12 (centres undefined) | -2 | 0% | -30% | 10% | -4% | -7%
Cc1cccc(NNC(=O)c2c(F)cccc2Cl)c1 | -3 | -6% | -18% | 8% | -7% | -3%
CCCCNC(=O)CCSc1nc(-c2ccc3c(c2)OCO3)cc(C(F)(F)F)n1 | -10 | nt | nt | -3% | nt | 23%
Cc1ccc(N2CCN(CC(O)COc3cccc4ccccc34)CC2)cc1 (centres undefined) | 22 | -2% | 46% | 5% | -11% | 3%
CCCCn1c(N)c(N(C)C(=O)c2ccccc2Oc2ccccc2)c(=O)[nH]c1=O | -33 | nt | -15% | -5% | -3% | -11%
CCCCOC(=O)N1CCOCCOCCOCCOCC1 | 10 | 4% | -6% | 5% | -3% | 2%
Cc1noc(C)c1COc1ccccc1C(=O)N1CCN(c2cccc(Cl)c2)CC1 | 0 | nt | 166%[activator] | -16% | 59%[activator] | -2%
O=C(CCC1N=C2c3ccccc3N=C(SCc3ccc(Cl)cc3)N2C1=O)NCc1cccs1 (centres undefined) | 1 | nt | nt | 7% | nt | 10%
Cc1ccc(C(=O)Cn2c(-c3ccccc3)noc2=O)cc1 | -20 | 0% | 5% | 0% | -4% | -13%
COc1cc(Cl)c(S(=O)(=O)NCCCN2CCOCC2)cc1Cl | 28 | 1% | 0% | -18% | -3% | -6%
COc1ccc(C(=O)NCc2nnc(SCC(=O)Nc3ccccc3)n2-c2ccc(F)cc2)cc1 | 14 | nt | nt | 1% | nt | 10%
Cc1cc(O)ccc1Nc1nc(-c2cccnc2)cs1 | -24 | 18% | -27% | 0% | 7% | -18%
CCOC(=O)c1ccccc1N1C(=O)CSC1=S | 1 | -2% | -24% | -11% | 10% | -5%
COC(=O)C(NC(C)=O)(Nc1ccc(C)cn1)C(F)(F)F (centres undefined) | -8 | -2% | -24% | 16% | -4% | 2%
CC(=O)Nc1nonc1-c1nc2ccccc2n1CCC#N | -20 | -13% | -10% | 4% | -2% | ?
O=C(NC1CCCCC1)C1CN(S(=O)(=O)c2ccccc2)CCN1S(=O)(=O)c1ccccc1 (centres undefined) | -13 | 2% | -21% | -8% | -1% | ?
CNC(=S)Nc1cc(OC)c(NC(=O)c2ccco2)cc1OC | -23 | 3% | -23% | 4% | -7% | 4%
Cc1cc(C)n(CCN(C)C(=O)c2cc(COc3c(F)cccc3F)on2)n1 | -33 | 2% | 48% | 1% | 0% | 0%
COc1ccc(CN2CCN(C(=O)CN3C(=O)C4C5C=CC(C5)C4C3=O)CC2)c(OC)c1OC (centres undefined) | ? | 6% | 28% | 0% | -6% | 0%

Some values from the results shown.
Cc1ccc(S(=O)(=O)Nc2cccc(C(=O)N3CCOCC3)c2)c(C)c1NS(C)(=O)=O @ AMA1-RON2 inh: -5%
CCN(CC)C(=O)c1cccc(NC(=O)CC23CC4CC(CC(C4)C2)C3)c1 @ HCMV inh: -12

Bioassay records from PubChem.
